Bioassay records (PubChem BioAssay)
TNAP inh hiacc – blocks human TNAP under high phosphate acceptor concentration. purified TNAP, CDP-star luminescence, 1 M DEA. actives 0.03% (n = 200,000). AID 1135. inhibition, % at 20 µM;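 active means over 50% inhibition of tissue-nonspecific alkaline phosphatase at 20 µM in the single-dose screen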;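 further: plate controls were DMSO wells for no effect and EDTA-quenched wells as full inhibition for full effect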
Target sequence (P05186 whole entry, looked up): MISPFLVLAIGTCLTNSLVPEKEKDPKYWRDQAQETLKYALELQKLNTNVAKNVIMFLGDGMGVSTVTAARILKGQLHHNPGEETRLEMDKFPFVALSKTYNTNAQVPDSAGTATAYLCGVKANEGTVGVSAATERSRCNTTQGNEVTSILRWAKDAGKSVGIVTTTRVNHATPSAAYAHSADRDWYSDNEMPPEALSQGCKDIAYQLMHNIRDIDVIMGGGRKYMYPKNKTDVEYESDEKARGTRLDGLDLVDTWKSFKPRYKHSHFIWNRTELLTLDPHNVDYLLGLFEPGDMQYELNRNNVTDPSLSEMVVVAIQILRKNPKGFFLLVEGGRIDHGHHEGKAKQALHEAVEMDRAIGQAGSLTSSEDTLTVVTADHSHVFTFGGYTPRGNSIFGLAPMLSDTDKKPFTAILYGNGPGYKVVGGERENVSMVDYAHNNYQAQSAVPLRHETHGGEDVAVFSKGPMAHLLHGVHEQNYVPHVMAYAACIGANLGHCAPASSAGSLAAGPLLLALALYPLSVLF
Efa HMGR inh – blocks class II HMG-CoA reductase of Enterococcus faecalis; purified E. faecalis HMGR, NADPH absorbance 340 nm kinetic; inhibition, % at 10 µM; actives 0.41% (n = 190,000);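 active means inhibition above a set limit, the median over all tested compounds plus 3 SD, cut at about 9.5% in these data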;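 further: enzyme runs in reverse so mevalonate oxidation gives rising NADPH absorbance; 0% = complete reaction with DMSO and 100% = background rate lacking mevalonate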
bIAP inh – intestinal alkaline phosphatase (bovine) inhibition; purified bovine IAP, CDP-star luminescence, 30 min; inhibition, % at 20 µM; 190,000 tested, under 10 active;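 active means over 50% inhibition of intestinal alkaline phosphatase at 20 µM in the single-dose screen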
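System: purified bovine intestinal alkaline phosphatase (IAP) enzyme; Input: IAP diluted 1/65,000,000 in the well; Measured by: CDP-star luminescence signal; Compound dosing: 20 µM single dose; Incubation: 30 min reaction at room temperature.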
SRC2 TRFRET art – counter-screen for PPARgamma SRC-2 recruitment agonists: TR-FRET artefact; hits give high values; TR-FRET ratio at 8 µM; actives 0.4% (n = 200,000); AID 1049; in the data active means TR-FRET ratio above about 2000; further: inactives centre near 1500
bIAP activator – increases bovine intestinal alkaline phosphatase activity | purified bovine IAP, CDP-star luminescence, 30 min; hits give high values; fold of DMSO-control signal, blank-subtracted | activation factor at 20 µM | actives 0.17% (n = 200,000);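 active means activation factor of 2 or more at 20 µM, a signal rise over negative controls twice the positive control's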
PPARg SRC3 recr – promotes SRC-3 coactivator recruitment by human PPARgamma; biochemical PPARgamma/SRC-3 coactivator recruitment assay; AID 731; activation, % at 8 µM; P37231; actives 0.26% (n = 200,000); in the data active means activation above about 23%;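 further: 0% = DMSO and 100% = reference agonist; some compounds past the cut are filed as inactive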
Target sequence (P37231 whole entry, looked up): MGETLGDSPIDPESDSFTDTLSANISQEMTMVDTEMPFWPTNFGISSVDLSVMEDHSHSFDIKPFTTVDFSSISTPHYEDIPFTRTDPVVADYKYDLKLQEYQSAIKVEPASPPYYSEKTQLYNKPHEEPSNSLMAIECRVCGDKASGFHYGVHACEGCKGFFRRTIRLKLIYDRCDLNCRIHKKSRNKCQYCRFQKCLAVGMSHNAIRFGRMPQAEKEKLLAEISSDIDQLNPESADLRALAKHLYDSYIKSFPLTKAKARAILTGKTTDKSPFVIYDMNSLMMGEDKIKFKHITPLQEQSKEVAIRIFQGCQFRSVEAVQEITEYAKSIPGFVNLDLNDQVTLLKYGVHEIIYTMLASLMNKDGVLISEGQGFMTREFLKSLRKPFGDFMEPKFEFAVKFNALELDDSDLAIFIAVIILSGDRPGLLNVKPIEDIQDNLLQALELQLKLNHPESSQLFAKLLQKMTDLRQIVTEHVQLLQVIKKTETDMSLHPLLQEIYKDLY
PPARg SRC-2 ag – promotes SRC-2 coactivator recruitment by human PPARgamma; P37231; activation, % at 8 µM; actives 0.34% (n = 200,000); PPARgamma LBD-SRC-2 recruitment, biochemical; in the data active means activation above about 22%;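 further: 0% = vehicle and 100% = reference agonist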
TNAP act hi DEA – activators of human TNAP at high phosphate acceptor concentration. P05186. purified TNAP, CDP-star luminescence, 1 M DEA, 30 min; hits give high values; 0 = EDTA background, 1 = DMSO-only activity. activation factor at 20 µM. 200,000 tested, under 10 active;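 active means activation factor at least 2 at 20 µM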
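system = human TNAP | amount = enzyme diluted 1/800 final | reagent = 100 µM CDP-star substrate | signal = luminescent substrate turnover signal | dosing = one dose, 20 µM | benchmarks = EDTA negative control, DMSO positive control | measure = activation factor | timing = 30 min reaction, room temperature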
TNAP inh noacc – inhibitors of human TNAP without phosphate acceptor; AID 1012; purified TNAP, CDP-star luminescence, 30 min; actives 0.26% (n = 200,000); inhibition, % at 20 µM;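 active means tissue-nonspecific alkaline phosphatase inhibition above about 50% at 20 µM in the single-dose screen, limit read from the data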;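 further: 0% = DMSO negative control and 100% = EDTA positive control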
PPARg SRC1 recr – agonists of human PPARgamma SRC-1 coactivator recruitment; AID 631; actives 0.41% (n = 200,000); PPARgamma-SRC-1 coactivator recruitment biochemical assay; P37231; activation, % at 8 µM; in the data active means activation above about 19%;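 further: 0% = DMSO and 100% = reference agonist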
Numbers without * were called inactive.

COC(=O)CSc1nnc(C)c(=O)[nH]1 was read as TNAP inh hiacc 0, Efa HMGR inh 1, bIAP inh 12, SRC2 TRFRET art 1547, bIAP activator 0.9, PPARg SRC3 recr -4, PPARg SRC-2 ag -3, TNAP act hi DEA 1, TNAP inh noacc -7 and PPARg SRC1 recr 3.
For O=C(O)CSc1ccc2ccccc2n1 the results were TNAP inh hiacc 1, Efa HMGR inh -3, bIAP inh 5, SRC2 TRFRET art 1596, bIAP activator 0.9, PPARg SRC3 recr 14, PPARg SRC-2 ag 4, TNAP act hi DEA 1, TNAP inh noacc -4 and PPARg SRC1 recr -4.
Screening CCC/C(O)=C1\C(=O)CC(C)(C)CC1=Nc1ccc(OC)cc1OC returned TNAP inh hiacc 0, Efa HMGR inh -2, bIAP inh -1, SRC2 TRFRET art 1575, bIAP activator 1, PPARg SRC3 recr 15, PPARg SRC-2 ag 7, TNAP act hi DEA 1, TNAP inh noacc 0 and PPARg SRC1 recr 6.
`COCc1cc(C)nc(OCC(=O)N/N=C/c2ccccc2O)c1C#N` gave TNAP inh hiacc -1, Efa HMGR inh 0, bIAP inh -66, SRC2 TRFRET art 1398, bIAP activator 1.7, PPARg SRC3 recr 0, PPARg SRC-2 ag -1, TNAP act hi DEA 1, TNAP inh noacc -114 and PPARg SRC1 recr -7.
Screening CC1(C)CC(=O)C(C2c3ccccc3Oc3ccccc32)C(=O)C1 returned TNAP inh hiacc 3, Efa HMGR inh -1, bIAP inh 2, SRC2 TRFRET art 1364, bIAP activator 1, PPARg SRC3 recr 8, PPARg SRC-2 ag -5, TNAP act hi DEA 1, TNAP inh noacc -10 and PPARg SRC1 recr 6.
Screening Cc1ccc(C(=O)O)cc1N=Cc1cc(Br)cc(Br)c1O returned TNAP inh hiacc -2, Efa HMGR inh 1, bIAP inh -37, SRC2 TRFRET art 1579, bIAP activator 1.4, PPARg SRC3 recr 1, PPARg SRC-2 ag 1, TNAP act hi DEA 1, TNAP inh noacc 1 and PPARg SRC1 recr 4.
Screening CCOc1ncccc1C(=O)Nc1nnc(C(CC)CC)s1 returned TNAP inh hiacc -1, Efa HMGR inh -6, bIAP inh -9, SRC2 TRFRET art 1532, bIAP activator 1.1, PPARg SRC3 recr 2, PPARg SRC-2 ag -3, TNAP act hi DEA 1, TNAP inh noacc -8 and PPARg SRC1 recr 13.
`COc1ccccc1N1CCN(CCOc2c(OC)cccc2OC)CC1` gave TNAP inh hiacc -7, Efa HMGR inh -4, bIAP inh -3, SRC2 TRFRET art 1367, bIAP activator 1, PPARg SRC3 recr -12, PPARg SRC-2 ag -5, TNAP act hi DEA 1.1, TNAP inh noacc -18 and PPARg SRC1 recr -5.
For COc1ccccc1NC(=O)CSc1nnc(C2CCCCC2)o1 the results were TNAP inh hiacc -4, bIAP inh -38, SRC2 TRFRET art 1726, bIAP activator 1.4, PPARg SRC3 recr -1, PPARg SRC-2 ag 6, TNAP act hi DEA 1, TNAP inh noacc -13 and PPARg SRC1 recr 1.
For CN(C)CCCCCN(C)Cc1cc2ccccc2o1 the results were TNAP inh hiacc -4, Efa HMGR inh 1, bIAP inh -18, SRC2 TRFRET art 1640, bIAP activator 1.2, PPARg SRC3 recr -1, PPARg SRC-2 ag 11, TNAP act hi DEA 1, TNAP inh noacc -4 and PPARg SRC1 recr -2.
Screening NC(=O)Nc1ccc(C(=O)OCC(=O)N(Cc2ccccc2)C2CCS(=O)(=O)C2)cc1 (centres undefined) returned TNAP inh hiacc -1, Efa HMGR inh -5, bIAP inh -16, SRC2 TRFRET art 1630, bIAP activator 1.2, PPARg SRC3 recr 4, PPARg SRC-2 ag 13, TNAP act hi DEA 1, TNAP inh noacc -5 and PPARg SRC1 recr 10.
`Cc1ccc(NC(=O)C2CC(=O)Nc3nncn32)cc1` (centres undefined) gave TNAP inh hiacc 0, Efa HMGR inh 0, bIAP inh 4, SRC2 TRFRET art 1666, bIAP activator 1, PPARg SRC3 recr 4, PPARg SRC-2 ag 3, TNAP act hi DEA 1, TNAP inh noacc -9 and PPARg SRC1 recr 5.
`O=C(COc1ccccc1)Nc1ccc(S(=O)(=O)Nc2ncccn2)cc1` gave TNAP inh hiacc 0, Efa HMGR inh -2, bIAP inh -16, SRC2 TRFRET art 1689, bIAP activator 1.2, PPARg SRC3 recr 7, PPARg SRC-2 ag 4, TNAP act hi DEA 1, TNAP inh noacc -7 and PPARg SRC1 recr 15.
For Cc1cc(S(=O)(=O)N2CCN(Cc3ccccc3)CC2)c(C)s1 the results were TNAP inh hiacc -7, Efa HMGR inh -1, bIAP inh 10, SRC2 TRFRET art 1580, bIAP activator 0.9, PPARg SRC3 recr 14, PPARg SRC-2 ag 6, TNAP act hi DEA 1.1, TNAP inh noacc -16 and PPARg SRC1 recr -3.
For COCC(C)n1c(C)cc(C(=O)COC(=O)/C=C/c2cccc(F)c2)c1C (centres undefined) the results were TNAP inh hiacc -3, Efa HMGR inh -2, bIAP inh -2, SRC2 TRFRET art 1557, bIAP activator 1, PPARg SRC3 recr 7, PPARg SRC-2 ag -5, TNAP act hi DEA 1, TNAP inh noacc -17 and PPARg SRC1 recr 0.
CN1CCN(c2ccc(Cl)cc2NC(=O)c2nn(-c3ccccc3)c(=O)c3ccccc23)CC1 was read as TNAP inh hiacc -3, Efa HMGR inh -1, bIAP inh -6, SRC2 TRFRET art 1648, bIAP activator 1.1, PPARg SRC3 recr -6, PPARg SRC-2 ag -6, TNAP act hi DEA 1, TNAP inh noacc -6 and PPARg SRC1 recr 11.
c1ccc(-c2nnc(-c3cccc(-c4nnc(-c5ccccc5)o4)c3)o2)cc1 was read as SRC2 TRFRET art 1578, PPARg SRC3 recr -7, PPARg SRC-2 ag 6 and PPARg SRC1 recr 1.
CC1(C)Cc2c(sc(NC(=O)C(C)(C)C)c2C#N)C(C)(C)N1 was read as TNAP inh hiacc -5, Efa HMGR inh 1, bIAP inh 7, SRC2 TRFRET art 1544, bIAP activator 0.9, PPARg SRC3 recr 13, PPARg SRC-2 ag 9, TNAP act hi DEA 1.1, TNAP inh noacc -12 and PPARg SRC1 recr 6.
Screening O=C(c1ccc(-n2c(SCc3cc(F)ccc3F)nc3ccccc3c2=O)cc1)N1CCOCC1 returned TNAP inh hiacc -3, Efa HMGR inh -6, bIAP inh 7, SRC2 TRFRET art 1544, bIAP activator 0.9, PPARg SRC3 recr 6, PPARg SRC-2 ag -1, TNAP act hi DEA 1, TNAP inh noacc -6 and PPARg SRC1 recr 8.
Screening CCCCn1c(SCc2cccc([N+](=O)[O-])c2)nc2ccsc2c1=O returned TNAP inh hiacc -4, Efa HMGR inh -8, bIAP inh 8, SRC2 TRFRET art 1572, bIAP activator 0.9, PPARg SRC3 recr -3, PPARg SRC-2 ag -1, TNAP act hi DEA 1, TNAP inh noacc -4 and PPARg SRC1 recr 8.
`Cc1cc(NC(=O)CSc2nnc(-c3cccs3)n2N)no1` gave TNAP inh hiacc -6, Efa HMGR inh -4, bIAP inh 8, SRC2 TRFRET art 1683, bIAP activator 0.9, PPARg SRC3 recr 3, PPARg SRC-2 ag 13, TNAP act hi DEA 1.1, TNAP inh noacc -4 and PPARg SRC1 recr 12.
For c1cncc(-c2nc(NCC3COc4ccccc4O3)c3ccccc3n2)c1 (centres undefined) the results were TNAP inh hiacc -5, Efa HMGR inh -1, bIAP inh 20, SRC2 TRFRET art 1760, bIAP activator 0.8, PPARg SRC3 recr -1, PPARg SRC-2 ag 12, TNAP act hi DEA 1, TNAP inh noacc -9 and PPARg SRC1 recr 0.
For Cn1c(C(=O)NCCN2CCCCCC2)cc2c(=O)n(C)c3ccccc3c21 the results were TNAP inh hiacc -4, Efa HMGR inh 1, bIAP inh -21, SRC2 TRFRET art 1551, bIAP activator 1.2, PPARg SRC3 recr 0, PPARg SRC-2 ag -3, TNAP act hi DEA 1, TNAP inh noacc -12 and PPARg SRC1 recr -8.
COc1cc2c(cc1NC(=O)c1cc(-c3cccnc3)nc3ccc(C)cc13)oc1ccccc12 was read as TNAP inh hiacc 0, Efa HMGR inh 1, bIAP inh 3, SRC2 TRFRET art 1274, bIAP activator 1, PPARg SRC3 recr -11, PPARg SRC-2 ag -8, TNAP act hi DEA 1, TNAP inh noacc -2 and PPARg SRC1 recr -5.
COc1ccccc1OCCNC(=O)c1ccc(S(=O)(=O)N(C)C)cc1 was read as TNAP inh hiacc -2, Efa HMGR inh -2, bIAP inh -2, SRC2 TRFRET art 1695, bIAP activator 1, PPARg SRC3 recr -4, PPARg SRC-2 ag 5, TNAP act hi DEA 1, TNAP inh noacc -8 and PPARg SRC1 recr 6.
Screening CNS(=O)(=O)c1cccc(C(=O)OCc2cc(Cl)cc3c2OCOC3)c1 returned TNAP inh hiacc -9, Efa HMGR inh -3, bIAP inh 15, SRC2 TRFRET art 1461, bIAP activator 0.9, PPARg SRC3 recr 1, PPARg SRC-2 ag 4, TNAP act hi DEA 1.1, TNAP inh noacc -13 and PPARg SRC1 recr 14.
COc1c(Br)cc(Br)cc1C(=O)O was read as TNAP inh hiacc -6, Efa HMGR inh -1, bIAP inh -2, SRC2 TRFRET art 1544, bIAP activator 1, PPARg SRC3 recr 4, PPARg SRC-2 ag 7, TNAP act hi DEA 1.1, TNAP inh noacc -9 and PPARg SRC1 recr 1.
For COc1ccc(C(=S)Nc2ccc(C)cc2)cc1 the results were TNAP inh hiacc -1, Efa HMGR inh -1, bIAP inh 5, SRC2 TRFRET art 1427, bIAP activator 0.9, PPARg SRC3 recr 7, PPARg SRC-2 ag 4, TNAP act hi DEA 1, TNAP inh noacc -8 and PPARg SRC1 recr -7.
`CN1CC(=O)NC1=NC(=O)c1ccc(Cl)c(S(=O)(=O)N2CCCCCC2)c1` gave TNAP inh hiacc 1, Efa HMGR inh 0, bIAP inh -13, SRC2 TRFRET art 1584, bIAP activator 1.1, PPARg SRC3 recr 1, PPARg SRC-2 ag -1, TNAP act hi DEA 1, TNAP inh noacc -35 and PPARg SRC1 recr 5.
`COc1ccc(C(=O)COC(=O)CN2C(=O)NC(C)(C)C2=O)cc1OC` gave TNAP inh hiacc -6, Efa HMGR inh -2, bIAP inh 4, SRC2 TRFRET art 1547, bIAP activator 1, PPARg SRC3 recr -2, PPARg SRC-2 ag 8, TNAP act hi DEA 1.1, TNAP inh noacc -19 and PPARg SRC1 recr 4.
For COC(=O)C1=C(C)N(c2ccc(Cl)c(Cl)c2)C(=O)C1 the results were TNAP inh hiacc -2, Efa HMGR inh 2, bIAP inh 4, SRC2 TRFRET art 1612, bIAP activator 1, PPARg SRC3 recr -7, PPARg SRC-2 ag 8, TNAP act hi DEA 1, TNAP inh noacc -7 and PPARg SRC1 recr 3.

Molecules from the list above with bromine (two):
Screening Cc1ccc(C(=O)O)cc1N=Cc1cc(Br)cc(Br)c1O returned TNAP inh hiacc -2, Efa HMGR inh 1, bIAP inh -37, SRC2 TRFRET art 1579, bIAP activator 1.4, PPARg SRC3 recr 1, PPARg SRC-2 ag 1, TNAP act hi DEA 1, TNAP inh noacc 1 and PPARg SRC1 recr 4.
COc1c(Br)cc(Br)cc1C(=O)O was read as TNAP inh hiacc -6, Efa HMGR inh -1, bIAP inh -2, SRC2 TRFRET art 1544, bIAP activator 1, PPARg SRC3 recr 4, PPARg SRC-2 ag 7, TNAP act hi DEA 1.1, TNAP inh noacc -9 and PPARg SRC1 recr 1.
